TAAR1 antagonist – human TAAR1 antagonists, primary screen, Fluo-8 calcium fluorescence, CHO RD-HGA16 cells; Trace amine-associated receptor 1 (Homo sapiens), Q96RJ0; antagonist; inhibition, % at 3 µM; hit rate 1.5% among 360,000;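 active = inhibition above a per-plate cutoff, the mean inhibition of test compounds on that plate plus 3 SD, cut at about 49% in these data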;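 note: 0% = DMSO plus EC80 beta-PEA response and 100% = DMSO alone without agonist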
Target sequence (Q96RJ0 whole entry, looked up): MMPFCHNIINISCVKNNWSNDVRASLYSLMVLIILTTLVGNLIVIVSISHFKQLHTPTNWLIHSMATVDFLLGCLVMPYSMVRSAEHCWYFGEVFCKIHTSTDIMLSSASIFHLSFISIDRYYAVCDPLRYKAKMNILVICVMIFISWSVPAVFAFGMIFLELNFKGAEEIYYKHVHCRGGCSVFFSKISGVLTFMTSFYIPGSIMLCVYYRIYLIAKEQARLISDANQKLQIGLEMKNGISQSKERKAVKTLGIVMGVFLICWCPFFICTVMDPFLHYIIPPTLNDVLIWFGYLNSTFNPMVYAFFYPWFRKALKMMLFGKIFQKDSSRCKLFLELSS
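Material: CHO RD-HGA16 cells bearing hTAAR1; compound dosing: one-point dosing, 3 µM nominal final; schedule: dye loading 75 min at 37 °C, then 30 min room temperature; measured by: calcium fluorescence with Fluo-8; control set: vehicle and agonist controls; replication: n of 1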
CHO parental Ca – ATP-evoked calcium signal inhibitors, parental CHO, primary screen, counter-screen for OX1R antagonist project, cell-based, fluorescence, Fluo-8 calcium dye; hit rate 0.63% among 330,000; parental CHO-K1, ATP-induced calcium, Fluo-8 fluorescence; inhibition, % at 5.6 µM; AID 463079, 2010;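 active = inhibition above that plate's mean sample inhibition plus 3 SD, cut at about 26% in these data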;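 note: 0% = ATP-challenged DMSO wells and 100% = DMSO wells without ATP; some compounds past the cut are filed as inactive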
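Material: Parental CHO cells | Reagent: ATP | Compound dosing: Single nominal dose of 5.6 µM per compound | Detection: Intracellular calcium via Fluo-8 no-wash fluorescent dye | Read-out: % inhibition of ATP-induced calcium mobilization | Benchmarks: Low control ATP plus DMSO, high control DMSO only | Replicates: Singlicate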
TAAR1 agonist – human TAAR1 agonists, primary screen, Fluo-8 calcium fluorescence, CHO RD-HGA16 cells | Trace amine-associated receptor 1 (Homo sapiens), Q96RJ0 | vehicle wells 0%, saturating PEA agonist 100% | activation, % at 3 µM | hit rate 0.99% among 360,000 | AID 624467, 2012;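 active = activation above the mean activation of all test compounds in the run plus 3 SD, cut at about 38% in these data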
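Assay system – CHO-derived RD-HGA16 cells with stable Gα16 and human TAAR1 · Compound dosing – one-point dosing at 3 µM (nominal) · Incubation – 17-24 h seeding, 75 min 37 °C dye, 30 min RT · Measured by – kinetic Fluo-8 calcium fluorescence · Control set – DMSO vehicle as 0%, PEA at EC100 as 100% · Repeats – single well for each compound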
M1 PAM parental – nonselective calcium activators in parental CHO-K1 cells, primary screen, counter-screen for M1 PAM project, cell-based, Fluo-8 calcium fluorescence, full deck, 1536-well. AID 602247, 2012. activation, % at 3 µM. hit rate 0.02% among 360,000. ATP EC20; 0% at ATP EC20, 100% at ATP max;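 active = activation above the run cutoff, the mean activation of all test compounds plus 3 SD, cut at about 40% in these data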;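 note: peak over basal fluorescence ratio in a 140 s read after ATP addition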
CHO-K1 Ca antag – counter-screen for M1 antagonists: effect in parental CHO-K1 cells; ATP-induced calcium, Fluo-8 fluorescence; inhibition, % at 3 µM; hit rate 0.6% among 360,000; AID 602250;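 active = inhibition above a per-plate cutoff, the plate's mean sample inhibition plus 3 SD, cut at about 24% in these data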;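 note: 0% = DMSO plus EC80 ATP and 100% = DMSO alone without ATP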
M1 ag parental – counter-screen for M1 agonists: effect in parental CHO-K1 cells | Fluo-8 calcium fluorescence; scaled to maximal ATP response, vehicle zero | activation, % at 3 µM | hit rate 0.48% among 360,000 | AID 602248, 2012; in the data active = activation above about 15%;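 note: untransfected CHO-K1 host cells lacking M1 receptor as counterscreen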
CHRM1 agonist – human M1 muscarinic receptor agonists, primary screen, Fluo-8 calcium fluorescence, CHO-K1 cells, HTS; CHO-K1 hM1, agonist mode; 0% DMSO, 100% acetylcholine EC100; Muscarinic acetylcholine receptor M1 (Homo sapiens), P11229; activation, % at 3 µM; AID 588814, 2011; hit rate 0.33% among 360,000;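 active = activation above the run's mean compound activation plus 3 SD, cut at about 16% in these data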;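 note: peak over basal fluorescence ratio within a 140 s kinetic read after compound addition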
M1 antag – human M1 muscarinic receptor antagonists, primary screen, CHO-K1 cells, Fluo-8 calcium fluorescence, 1536-well; Muscarinic acetylcholine receptor M1 (Homo sapiens), P11229; hit rate 1.3% among 360,000; AID 588852, 2011; inhibition, % at 3 µM; CHO-K1 hM1, ACh EC80 antagonist;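 active = percent inhibition above its own plate's cutoff, namely the mean of that plate's compound wells plus 3 SD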;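 note: peak over basal fluorescence ratio during 140 s after agonist addition; 0% = ACh EC80 plus DMSO and 100% = DMSO alone without agonist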
OXTR potentiate – human OXTR potentiators, primary screen, fluorescence, CHO-OTR cells, Fluo-8 calcium | activation, % at 3 µM | Fluo-8 calcium fluorescence, potentiator mode; 0% = oxytocin EC15, 100% = EC100 | hit rate 0.061% among 320,000 | Oxytocin receptor (Homo sapiens), P30559;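 active = activation above that plate's cutoff, the mean activation of tested compounds plus 3 SD, cut at about 6.6% in these data, passing the limit was not always enough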;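 note: 100% uses oxytocin at 75 nM as the full agonist control; some results filed as inactive read as strong as hits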
Target sequence (P30559 whole entry, looked up): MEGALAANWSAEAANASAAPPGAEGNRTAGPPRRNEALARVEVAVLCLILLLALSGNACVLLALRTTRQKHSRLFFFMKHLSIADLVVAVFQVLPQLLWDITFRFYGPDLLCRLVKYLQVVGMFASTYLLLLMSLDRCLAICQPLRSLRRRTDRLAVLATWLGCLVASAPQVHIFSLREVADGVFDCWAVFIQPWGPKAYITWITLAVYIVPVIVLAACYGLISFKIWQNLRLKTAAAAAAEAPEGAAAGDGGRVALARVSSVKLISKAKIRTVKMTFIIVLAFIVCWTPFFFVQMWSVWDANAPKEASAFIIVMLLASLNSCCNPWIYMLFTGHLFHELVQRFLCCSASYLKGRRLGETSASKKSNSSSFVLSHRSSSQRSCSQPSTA
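Dosing: Single dose, 3.0 µM nominal final compound concentration | Material: Human OTR in CHO cells | Technique: Kinetic Fluo-8 calcium fluorescence | Benchmarks: EC15 oxytocin alone as 0%, 75 nM oxytocin as 100% | Probe or stimulus: Oxytocin at about EC15, sub-maximal agonist stimulus | Incubation: Compound 6 min at room temperature before oxytocin, 100 s read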
* marks the source's active call; other numbers are inactive results; . = no result given.

Molecule,TAAR1 antagonist,CHO parental Ca,TAAR1 agonist,M1 PAM parental,CHO-K1 Ca antag,M1 ag parental,CHRM1 agonist,M1 antag,OXTR potentiate
CC(CC(=O)Nc1ccc2c(c1)c(=O)n(C)n2-c1cccs1)c1ccccc1 (configuration not stated),23,.,10,16,-2,4.1,-4,-4,.
Cc1nc(NC(=O)c2ccc(OCC(C)C)cc2)sc1Cc1ccc2c(c1)OCO2,0,-20,1,11,-3,2.1,-5,-1,-16
O=C(CCc1nnc2ccc(NCc3ccco3)nn12)Nc1ccccn1,-13,-1,2,14,-12,0.2,-1,-5,3
COc1cccc(OCC(O)CNC(=O)c2oc3c(C)c(C)ccc3c2C)c1 (configuration not stated),-7,-22,3,14,-6,1.6,-4,-1,-13
CCc1cccc(CC)c1NC(=O)COC(=O)CC1c2ccccc2CCN1S(=O)(=O)c1ccc(F)cc1 (configuration not stated),-13,-23,0,18,-12,0.3,-6,-3,-8
CCOc1cc(/C=N/NC(=O)c2cc(C3CC3)[nH]n2)ccc1O,15,-4,8,5,-1,0.8,-4,3,1
CCOC(=O)C1CCCN(C/C=C/c2ccccc2[N+](=O)[O-])C1 (configuration not stated),2,-5,6,20,-7,1.8,-7,28*,-4
CCOC(=O)Cc1nc2ccccc2[nH]1,-20,-29,6,16,5,0.0,-1,-2,0
CC(C)c1ccc(CN(C(=O)c2cccs2)C2CCS(=O)(=O)C2)cc1 (configuration not stated),4,-13,-3,1,-16,0.4,-2,0,-3
Cc1cc2c(cc(C(=O)OC(C(=O)NCC3CCCO3)C(C)C)n2C)o1 (configuration not stated),-2,-18,8,18,1,4.0,-5,-12,-3
O=C(CN(C(=O)c1csnn1)c1cccc2ccccc12)NC1CCCC1,-1,-41,2,3,-2,-0.3,-3,-3,4
C=CCSc1nc2ccccc2n1S(=O)(=O)c1ccc(C)cc1,8,-13,0,20,-14,0.5,-4,-7,6
Cc1ccc(-c2nc(CC(=O)Nc3cccc(S(=O)(=O)NC4=NCCC4)c3)cs2)cc1,-21,-25,8,-2,-12,-0.6,-5,-8,-8
CSc1nc(C)cc(OCNC(=O)c2cccs2)n1,-3,-3,7,4,-1,0.8,-2,0,-1
Cc1ccccc1-n1nc2c(c1NC(=O)/C=C\c1ccc3c(c1)OCO3)CSC2,17,-1,0,20,-1,0.7,-5,-1,-2
O=C(Cc1ccc(-c2ccccc2)cc1)NCCN1CCOCC1,-4,-10,2,11,-1,0.9,-5,2,-14
O=C(C1CCCN(S(=O)(=O)c2cccc3nsnc23)C1)N1CCN(c2ccccn2)CC1 (configuration not stated),26,-33,14,16,-4,3.2,-4,-25,-11
CCS(=O)(=O)N1CCCC(C(=O)NCCc2ccccc2)C1 (configuration not stated),-44,-2,12,25,-21,2.8,-6,-1,-6
O=C(Cc1cc(=O)oc2cc(O)ccc12)NCC1CCC(C(=O)O)CC1 (configuration not stated),-18,4,6,-5,3,0.5,-4,-7,-5
CCOC(=O)/C(C(=O)Nc1ccccc1Cl)=C1/NC(C)(C)Cc2ccccc21,-9,-5,33,17,-15,0.2,-1,-7,-4
COC(=O)[C@@H]1C[C@@]2(O)[C@H](O)[C@H](O)[C@H](O)C[C@H]2N1C/C=C/c1ccccc1,0,-14,6,10,-12,0.3,-5,0,2
CCCN(CCC)C(=O)c1ccc2c(=O)n(Cc3ccco3)c(=S)[nH]c2c1,-16,-17,16,1,-13,2.0,-5,-6,-11
CCOc1ccc(N=C2SC(C(=O)Nc3ccccc3C#N)C(N)=C2C(=O)Nc2ccc(Cl)cc2)cc1 (configuration not stated),-6,14,0,-4,9,3.5,-3,12,-8
CCc1ccc(C(=O)COC(=O)c2cccc(N3C(=O)c4c(C)nc5ccccc5c4C3=O)c2)cc1,-2,-12,2,13,2,0.4,-7,-4,6
COc1cccc(CN2C(=O)C(C)Oc3ccccc32)c1 (configuration not stated),6,-11,6,11,-23,1.1,-8,-17,-3

Single records, from the list above. Order of screens: TAAR1 antagonist, CHO parental Ca, TAAR1 agonist, M1 PAM parental, CHO-K1 Ca antag, M1 ag parental, CHRM1 agonist, M1 antag, OXTR potentiate
`O=C(Cc1cc(=O)oc2cc(O)ccc12)NCC1CCC(C(=O)O)CC1` (configuration not stated) across the screens: -18, 4, 6, -5, 3, 0.5, -4, -7, -5
`COC(=O)[C@@H]1C[C@@]2(O)[C@H](O)[C@H](O)[C@H](O)C[C@H]2N1C/C=C/c1ccccc1` across the screens: 0, -14, 6, 10, -12, 0.3, -5, 0, 2

Next compounds follow.
Molecule,TAAR1 antagonist,CHO parental Ca,TAAR1 agonist,M1 PAM parental,CHO-K1 Ca antag,M1 ag parental,CHRM1 agonist,M1 antag,OXTR potentiate
NS(=O)(=O)c1cccc(NC(=O)COC(=O)C2CCN(S(=O)(=O)c3cccs3)CC2)c1,-14,1,0,17,1,0.5,-5,-11,4
O=S(=O)(c1ccc(Cl)cc1)N1CCN(C2CCCCCC2)CC1,-14,-12,11,7,-10,0.1,-5,-15,-4
Cc1ccc(N2CC(C(=O)N3CCCCC3)CC2=O)cc1C (configuration not stated),-8,-7,1,-2,-16,0.2,-5,-17,-1
Cc1ccc(CN2CCN(/N=C/c3cc(Br)cc(Br)c3O)CC2)c(C)c1,-11,-6,8,8,-2,-0.1,-6,-12,-10
COc1ccc(CCNC(=O)COC(=O)/C=C/c2cc(OC)ccc2OC)cc1,1,-14,-2,-7,11,-0.3,-2,1,0
CC(OC(=O)C1=Cc2ccccc2OC1)C(=O)NCc1ccco1 (configuration not stated),10,-14,2,8,-11,2.9,-10,1,-1
O=c1oc2ccccc2cc1-c1csc(Cc2nc(-c3ccc(Br)cc3)cs2)n1,-3,-6,4,2,-19,-0.1,-1,-4,1
CCC(=O)Nc1ccc(NC(=O)c2cccc3ccccc23)cc1,24,-4,6,12,-6,1.4,-1,-7,-1
C[C@H]1CN([C@@H](C)CO)C(=O)CCCn2cc(nn2)CO[C@@H]1CN(C)C(=O)Nc1ccccc1,-14,.,4,2,7,-0.2,-3,-8,.
CCOc1ccc(NC(=O)CNC(=O)c2cn(-c3ccccc3OC)c(=O)c3ccccc23)cc1,-1,-28,6,-8,9,0.6,-4,13,-6
Cc1ccc(Cc2c(-c3ccc(C#N)cc3)nc3ccc(Cl)cn23)cc1,-1,.,1,18,-22,-0.3,-4,-17,.
CCN(CC)c1ccc(/C=C(/C#N)c2nc3ccccc3[nH]2)c(OC(C)C)c1,99*,66*,92*,0,9,13,55*,64*,-13
COc1ccc(C2CC(c3ccco3)n3ncnc3N2)cc1 (configuration not stated),3,-13,0,10,12,0.0,1,-19,-1
COc1cccc(NC(=O)c2sc3ncn(CC(=O)N4CCN(c5ccccn5)CC4)c(=O)c3c2C)c1,-20,-9,2,16,0,0.5,-2,-8,1
Cc1ccc(OCC(=O)NCc2cccnc2)cc1,-5,-11,3,13,-11,0.3,-7,-5,0
COc1cc(C(O)c2nc(-c3ccc(C)c(C)c3)cs2)ccc1F (configuration not stated),18,.,0,3,2,0.4,-4,6,.
CC(NC(=O)c1ccccc1Cl)C1CC2CCC1C2 (configuration not stated),-22,-2,4,7,-12,-0.6,-6,-11,-3
Cn1c(COc2ccccc2)nnc1SCC(=O)Nc1ccc2c(c1)OCO2,-7,-14,-1,10,-16,0.4,-4,-20,-2
CCCCCN(C(=O)CCCSc1nncs1)c1c(N)n(CCCC)c(=O)[nH]c1=O,15,-9,5,17,-14,0.3,-1,-15,-11
COc1ccc(N2CCN(c3ccc(NC(=O)C4CCCCC4)cc3C#N)CC2)cc1,2,5,3,16,1,1.3,5,-35,-10
CCN(CC)c1ncccc1C(=O)NCc1cccs1,-8,-12,3,-10,-11,0.4,0,0,-10
COc1ccccc1S(=O)(=O)N(C)C[C@H]1Oc2cc(Br)ccc2S(=O)(=O)N([C@@H](C)CO)C[C@H]1C,-1,.,7,2,-6,2.0,-3,12,.
CCOc1ccc(NS(=O)(=O)c2cc(C(=O)N(CC)CC(=O)NCc3cccs3)ccc2C)cc1,-47,-43,2,1,-6,1.5,-4,-8,-14
O=C(COC(=O)Cc1cccs1)NCC(=O)Nc1ccc(F)cc1,9,6,0,11,-12,0.6,-2,4,2
CC1(C)CC(=O)C2=C(C1)Nc1cc(C(=O)c3ccccc3)ccc1NC2c1ccccn1 (configuration not stated),-12,-23,2,16,7,2.4,-7,-6,-7
CCOC(=O)c1ccc(NC(=O)CSc2nnc(C3CCCCC3)n2C)cc1,-14,-6,14,-7,3,-0.3,1,-10,-13

Bioassay records from PubChem.
